Screening data as filed in PubChem BioAssay.
eIF4E 4G PPI: eIF4E–eIF4G protein interaction inhibitors, primary screen, biochemical, uHTS, TR-FRET, eIF4GI fragment; Eukaryotic translation initiation factor 4E (Mus musculus) + Eukaryotic translation …; TR-FRET eIF4E-eIF4GI(517-606) binding, 2 h; inhibition, % at 21.7 µM; 220,000 compounds, 0.37% hits; AID 782, 2007;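 active = inhibition above about 30%, limit read from the data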;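 note: 0% = full FRET control wells and 100% = background wells lacking eIF4GI fragment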
FXIIa inh 1536: human FXIIa protease inhibitors, primary screen, biochemical, 1536-well; purified FXIIa, Boc-QGR-AMC fluorogenic substrate, 2 h; inhibition, % at 5 µM; 220,000 compounds, 0.3% hits; in the data active = inhibition above about 40%;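 note: 0% = enzyme with no compound and 100% = blank without enzyme; many of its hits are not listed in these tables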
14-3-3 Bad inh: inhibitors of 14-3-3 zeta/Bad binding, primary screen, biochemical, TR-FRET, bovine 14-3-3 zeta; 14-3-3 protein zeta/delta (Bos taurus), P63103; TR-FRET 14-3-3zeta/Dy647-pBad peptide displacement, 1 h; inhibition, % at 21.7 µM; 220,000 compounds, 0.71% hits;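 active = inhibition above about 70%, limit read from the data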;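 note: 0% = full 14-3-3 plus peptide FRET controls and 100% = background without 14-3-3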
Rad51 HR inh: human RAD51 strand exchange inhibitors, primary screen, biochemical, fluorescence. hRad51 DNA strand exchange, fluorescence dequenching. inhibition, % at 10 µM. 200,000 compounds, 0.085% hits. AID 1385, 2008;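 active = inhibition above 40% at the single screening dose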;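 note: 0% = DMSO control wells and 100% = blanks with heterologous ssDNA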
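material = hRad51 filaments on single-stranded DNA | timing = filaments 15 min 37 °C, then compound 30 min | signal = FRET fluorescence dequenching, excitation 485 nm, emission 520 nm | benchmarks = control wells and blank wells on each plate | evaluation = percent inhibition relative to plate controls and blanks | compound = 10 µM final, single point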
Wee1 stabilizer: Wee1 degradation inhibitors, primary screen, cell-based, HeLa, Wee1K328M-luciferase, luminescence; Wee1-like protein kinase (Homo sapiens), P30291; HeLa Luc-Wee1K328M stability; 100% = proteasome inhibitor MG132 effect; reporter increase, % at 5 µM; 220,000 compounds, 1.2% hits;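 active = activation above the mean of all tested compounds plus 3 SD, set per screening run, cut at about 8.8% in these data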;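 note: cells exposed to compound for 20 h before luminescence read; 0% = DMSO alone and 100% = MG132 at 30 µM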
FXIa inh: human FXIa protease inhibitors, primary screen, biochemical, 1536-well. Coagulation factor XI (Homo sapiens), P03951. purified FXIa, Boc-Glu-Ala-Arg-AMC fluorogenic substrate. inhibition, % at 5 µM. 220,000 compounds, 0.14% hits. AID 798, 2007;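 active = inhibition of at least 40%; inactive = inhibition below 40%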;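 note: fluorescence of freed AMC excited at 355 nm; 0% = enzyme without compound and 100% = no enzyme blank; many of its hits are not listed in these tables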
hK5 inh: human KLK5 protease inhibitors, primary screen, biochemical, 1536-well. recombinant hK5, fluorogenic AMC substrate cleavage. inhibition, % at 5 µM. AID 873, 2007. 210,000 compounds, 0.59% hits;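 active = inhibition of 40% or more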;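 note: 0% = enzyme controls without compound and 100% = no-enzyme blanks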
p97 inhibitor: inhibitors of human p97 ATPase, primary screen, biochemical; recombinant p97 ATPase, Kinase-Glo ATP luminescence, 3 h; inhibition, % at 8 µM; Transitional endoplasmic reticulum ATPase (Homo sapiens), P55072; 220,000 compounds, 0.42% hits; in the data active = inhibition above about 15%;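 note: 0% = DMSO vehicle and 100% = wells lacking enzyme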
MDM2 E3 inh: MDM2-luciferase reporter signal enhancers, primary screen, MDM2 E3 ligase inhibitor project, cell-based, luminescence, 1536-well; E3 ubiquitin-protein ligase Mdm2 (Homo sapiens), Q00987; cell-based MDM2 ubiquitination luciferase reporter, 2 h; 0 = plate control, 100 = twice control, blank-subtracted; signal enhancement, % at 5 µM; 210,000 compounds, 0.11% hits; AID 1230, 2008;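 active = signal enhancement of 30% or more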;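 note: luminescence tracks abundance of the self-degrading MDM2-luciferase fusion protein; higher signal means inhibition of MDM2 E3 ligase activity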
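Timing – 2 h compound exposure at 37 °C · Assay system – mammalian cells stably expressing self-ubiquitinating, self-degrading MDM2 E3–luciferase fusion · Amount – 2000 cells seeded into each well · Measure – % luminescence enhancement versus blank-corrected plate control mean · Measured by – SteadyLite luminescence, 15 min reagent step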
* hit, by the source's call; [ ] = remark or other dose.

`O=C1NC(=O)N(c2ccccc2)C(=O)/C1=C\c1ccc([N+](=O)[O-])s1` gave eIF4E 4G PPI 3.0, FXIIa inh 1536 7.9, 14-3-3 Bad inh 9.8, Rad51 HR inh 10.6, Wee1 stabilizer 1.4, FXIa inh 1.1, hK5 inh 3.4, p97 inhibitor 9.6 and MDM2 E3 inh -1.4.
O=C1NC(=O)N(Cc2ccccc2Cl)C(=O)/C1=C/c1cccs1 was read as eIF4E 4G PPI 4.0, FXIIa inh 1536 39.2, 14-3-3 Bad inh -5.0, Rad51 HR inh -11.5, Wee1 stabilizer 1.3, FXIa inh 29.3, hK5 inh 49.9*, p97 inhibitor -5.3 and MDM2 E3 inh -76.0.
CCC(=NCCN1CCOCC1)c1c(O)n(C2CCCCC2)c(=O)[nH]c1=O was read as eIF4E 4G PPI -0.3, FXIIa inh 1536 7.4, 14-3-3 Bad inh -1.1, Wee1 stabilizer -2.1, FXIa inh 3.6, hK5 inh 1.9, p97 inhibitor 4.0 and MDM2 E3 inh -9.6.
Screening CCOC(=O)c1c(-n2c(C)cc(C=C3C(=O)NC(=O)NC3=O)c2C)sc2c1CCCC2 returned eIF4E 4G PPI -21.1, FXIIa inh 1536 8.4, 14-3-3 Bad inh 0.9[fluorescence artefact?], Wee1 stabilizer 2.1, FXIa inh -7.5, hK5 inh -5.0, p97 inhibitor -0.3 and MDM2 E3 inh -5.8.
Screening Cc1ccc(-n2c(O)c(/C=N/N3CCCCC3c3cccnc3)c(=O)[nH]c2=S)cc1 (stereo not given) returned eIF4E 4G PPI 2.7[fluorescence artefact?], FXIIa inh 1536 8.8, 14-3-3 Bad inh -5.0, Wee1 stabilizer 0.7, FXIa inh 4.9, hK5 inh -25.6 and p97 inhibitor 5.6.
`CC1CCCN(C(=O)c2ccc(N3CC4CC(C3)c3cccc(=O)n3C4)c([N+](=O)[O-])c2)C1` (stereo not given) gave eIF4E 4G PPI 0.1, FXIIa inh 1536 6.7, 14-3-3 Bad inh -21.4[fluorescence artefact?], Rad51 HR inh 2.0, Wee1 stabilizer 2.8, FXIa inh 0.9, hK5 inh 0.3, p97 inhibitor 4.6 and MDM2 E3 inh -0.7.
`O=C(c1ccccc1)c1cn(CC(=O)N2CCCc3ccccc32)c2ccccc12` gave eIF4E 4G PPI 2.4, FXIIa inh 1536 13.7, 14-3-3 Bad inh -16.8, Rad51 HR inh 1.7, Wee1 stabilizer -0.5, FXIa inh 5.3, hK5 inh -13.4, p97 inhibitor 1.2 and MDM2 E3 inh -12.4.
For COc1ccccc1CCNC1CCCC(C)C1 (stereo not given) the results were eIF4E 4G PPI -6.2, FXIIa inh 1536 11.8, 14-3-3 Bad inh -2.2, Rad51 HR inh 22.2, Wee1 stabilizer 2.5, FXIa inh 2.6, hK5 inh -9.1, p97 inhibitor 1.5 and MDM2 E3 inh -0.2.
Screening Cc1ccc(C2N(c3ccccn3)C(=O)C3CCCN32)o1 (stereo not given) returned eIF4E 4G PPI 0.8, FXIIa inh 1536 11.9, 14-3-3 Bad inh -1.1, Rad51 HR inh 19.6, Wee1 stabilizer 0.1, FXIa inh 5.2, hK5 inh 6.6, p97 inhibitor -2.6 and MDM2 E3 inh -13.3.
Screening C=CCn1c(O)c(C(C)=NC(C)c2ccccc2)c(=O)[nH]c1=O (stereo not given) returned eIF4E 4G PPI -1.9, FXIIa inh 1536 18.8, 14-3-3 Bad inh -7.7, Wee1 stabilizer -2.0, FXIa inh 8.4, hK5 inh -1.9, p97 inhibitor -7.7 and MDM2 E3 inh -9.4.
Screening Nc1ccc(Cl)cc1C(=O)c1ccccc1Cl returned eIF4E 4G PPI 1.3, FXIIa inh 1536 8.7, 14-3-3 Bad inh -0.7, Wee1 stabilizer -2.0, FXIa inh 2.0, hK5 inh -12.8, p97 inhibitor -0.5 and MDM2 E3 inh -1.7.
For N#CSCC(=O)N1c2ccccc2CCc2ccccc21 the results were eIF4E 4G PPI 21.1, FXIIa inh 1536 11.1, 14-3-3 Bad inh -9.1[fluorescence artefact?], Rad51 HR inh 11.3, Wee1 stabilizer 5.3, FXIa inh 5.1, hK5 inh -7.4, p97 inhibitor 4.0 and MDM2 E3 inh 18.6.
`O=C1NC(=O)[C@]2(Cc3ccccc3N3CCN(c4ccccc4)CC32)C(=O)N1c1ccccc1` (stereo not given in full) gave eIF4E 4G PPI -7.5, FXIIa inh 1536 13.3, 14-3-3 Bad inh -11.4, Rad51 HR inh -6.8, Wee1 stabilizer 2.3, FXIa inh 1.7, hK5 inh -27.7, p97 inhibitor 5.0 and MDM2 E3 inh -14.7.
CCOc1ccccc1N1C(=O)NC(=O)C(CCc2ccncc2)(CCc2ccncc2)C1=O was read as eIF4E 4G PPI 0.4, FXIIa inh 1536 15.4, 14-3-3 Bad inh 16.4, Rad51 HR inh -5.7, Wee1 stabilizer 0.9, FXIa inh 9.7, hK5 inh -4.3, p97 inhibitor 7.4 and MDM2 E3 inh -10.9.
Screening COC(=O)C(O)(c1ccc(N(C)S(=O)(=O)c2ccccc2)cc1)C(F)(F)F (stereo not given) returned eIF4E 4G PPI 1.4, FXIIa inh 1536 12.9, 14-3-3 Bad inh 4.8, Rad51 HR inh -4.4, Wee1 stabilizer -0.7, FXIa inh 1.7, hK5 inh -5.0, p97 inhibitor -8.0 and MDM2 E3 inh -9.7.
Screening COc1ccc(C(C)=O)cc1CC(C(=O)c1ccc(F)cc1)N(C)C (stereo not given) returned eIF4E 4G PPI 1.6, FXIIa inh 1536 -0.4, 14-3-3 Bad inh -1.4, Rad51 HR inh -7.5, Wee1 stabilizer -3.0, FXIa inh 5.8, hK5 inh -5.1, p97 inhibitor -4.5 and MDM2 E3 inh -16.2.
`COC(=O)c1c(C)n(Cc2ccc3c(c2)OCO3)c2ccc(O)cc12` gave eIF4E 4G PPI 7.6, FXIIa inh 1536 -0.3, 14-3-3 Bad inh 1.3[fluorescence artefact?], Rad51 HR inh -1.8, Wee1 stabilizer -2.2, FXIa inh 5.5, hK5 inh 2.1, p97 inhibitor 3.2 and MDM2 E3 inh -8.3.
For Cc1ccc(/C=C2\C(=O)NC(=O)N(CC3CCCO3)C2=O)s1 (stereo not given) the results were eIF4E 4G PPI 0.2, FXIIa inh 1536 -0.2, 14-3-3 Bad inh -4.7, Wee1 stabilizer 3.8, FXIa inh -4.4, hK5 inh -3.9, p97 inhibitor -1.4 and MDM2 E3 inh -8.6.
CN(c1ccc(OCC(=O)N2CCN(C/C=C/c3ccccc3)CC2)cc1)S(=O)(=O)c1cccs1 was read as eIF4E 4G PPI -0.8, FXIIa inh 1536 4.1, 14-3-3 Bad inh -4.0, Rad51 HR inh 6.2, Wee1 stabilizer 0.9, FXIa inh -8.0, hK5 inh -2.9, p97 inhibitor 3.8 and MDM2 E3 inh -22.1.
Screening Cn1cccc1CNCCc1ccccc1 returned eIF4E 4G PPI -11.2, FXIIa inh 1536 3.4, 14-3-3 Bad inh 16.1, Rad51 HR inh -0.1, Wee1 stabilizer -3.5, FXIa inh -1.1, hK5 inh -5.2 and p97 inhibitor 3.0.
COc1cccc(O)c1CN1CCCC(C(=O)c2ccccc2SC)C1 (stereo not given) was read as eIF4E 4G PPI -1.7, FXIIa inh 1536 4.7, 14-3-3 Bad inh -10.7, Rad51 HR inh 2.9, Wee1 stabilizer 0.0, FXIa inh -4.8, hK5 inh -9.5, p97 inhibitor 4.4 and MDM2 E3 inh 18.2.
Screening CC/C(=N\NC(=O)c1ccccc1O)c1c(O)n(Cc2ccccc2)c(=O)[nH]c1=O returned eIF4E 4G PPI 1.3, FXIIa inh 1536 14.5, 14-3-3 Bad inh -4.3, Rad51 HR inh -133.8, Wee1 stabilizer -4.1, FXIa inh 4.3, hK5 inh 2.9, p97 inhibitor 9.8 and MDM2 E3 inh -11.9.
Screening CC1=C(/C=C/c2ccccc2)CCN(C)C1 returned eIF4E 4G PPI -1.0, FXIIa inh 1536 8.2, 14-3-3 Bad inh -1.1, Rad51 HR inh -8.2, Wee1 stabilizer -1.9, FXIa inh 10.4, hK5 inh 10.3, p97 inhibitor -2.8 and MDM2 E3 inh -17.0.
`C#CCN1CCN(c2cccc(C(F)(F)F)c2)CC1` gave eIF4E 4G PPI 2.0, FXIIa inh 1536 -0.2, 14-3-3 Bad inh 2.6, Rad51 HR inh -24.5, Wee1 stabilizer -2.5, FXIa inh -5.5, hK5 inh -14.0, p97 inhibitor 3.5 and MDM2 E3 inh -2.5.
For Cc1cccc(-n2c(O)c(C=NCCN3CCCCC3)c(=O)[nH]c2=O)c1 the results were eIF4E 4G PPI 0.7, FXIIa inh 1536 7.0, 14-3-3 Bad inh -2.1, Rad51 HR inh -18.7, Wee1 stabilizer 2.7, FXIa inh -2.2, hK5 inh -1.6, p97 inhibitor 2.7 and MDM2 E3 inh -5.6.
NC(=O)Nc1cccc(C(F)(F)F)c1 was read as eIF4E 4G PPI 2.0[fluorescence artefact?], FXIIa inh 1536 -1.0, 14-3-3 Bad inh -8.4[fluorescence artefact?], Rad51 HR inh 1.3, Wee1 stabilizer 0.6, FXIa inh -3.8, hK5 inh -19.7, p97 inhibitor 3.6 and MDM2 E3 inh 2.2.
For Cc1ccc(-c2nc3ccccc3c(=O)n2-c2cccc(O)c2)cc1 the results were eIF4E 4G PPI 0.7, FXIIa inh 1536 24.6, 14-3-3 Bad inh 1.4, Rad51 HR inh -3.2, Wee1 stabilizer 1.7, FXIa inh 36.6, hK5 inh 29.1, p97 inhibitor 13.1 and MDM2 E3 inh -24.3.

Some of these compounds in order of number of heavy atoms, rising.
Screening CC1=C(/C=C/c2ccccc2)CCN(C)C1 returned eIF4E 4G PPI -1.0, FXIIa inh 1536 8.2, 14-3-3 Bad inh -1.1, Rad51 HR inh -8.2, Wee1 stabilizer -1.9, FXIa inh 10.4, hK5 inh 10.3, p97 inhibitor -2.8 and MDM2 E3 inh -17.0.
For Cc1ccc(-c2nc3ccccc3c(=O)n2-c2cccc(O)c2)cc1 the results were eIF4E 4G PPI 0.7, FXIIa inh 1536 24.6, 14-3-3 Bad inh 1.4, Rad51 HR inh -3.2, Wee1 stabilizer 1.7, FXIa inh 36.6, hK5 inh 29.1, p97 inhibitor 13.1 and MDM2 E3 inh -24.3.
For Cc1cccc(-n2c(O)c(C=NCCN3CCCCC3)c(=O)[nH]c2=O)c1 the results were eIF4E 4G PPI 0.7, FXIIa inh 1536 7.0, 14-3-3 Bad inh -2.1, Rad51 HR inh -18.7, Wee1 stabilizer 2.7, FXIa inh -2.2, hK5 inh -1.6, p97 inhibitor 2.7 and MDM2 E3 inh -5.6.

Only part of the results is shown; count on the stated rates, not on these rows.
